D2 PAM: positive allosteric modulators of human D2 dopamine receptor. potentiation, % at 10 µM. HEK293 T-REx D2, calcium flux, EC20 dopamine potentiation. 340,000 tested, 0.34% active;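 active = potentiation over 3 SD above the plate norm, cut at about 30% in these data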; also: 0% is about no effect
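Potentiation of an EC20 dopamine calcium response measured kinetically over 180 s, after a preceding 180 s compound-only read flagging agonists. Cells: inducible Hek293 Trex D2 line, 4000/well, cultured overnight at 30 C before dye loading.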
RXFP1 ag: RXFP1 (human) receptor agonism | Q9HBX9 | HEK293T-RXFP1 cAMP TR-FRET, 30 min; response scale: percent of porcine relaxin response, buffer zero | Potency, µM (series often up to 57.5 µM), inactives show at the top dose activation, usual class: activators | 370,000 tested, 0.3% active | AID 2676; also: potency is read from the fitted curve at half-maximal effect; % is scaled to controls: 0 for no effect and ±100 for the full control effect; nearly all actives have a fitted effect of over 60% in size; many of its hits are not listed in these tables
Target sequence (Q9HBX9 whole entry, looked up): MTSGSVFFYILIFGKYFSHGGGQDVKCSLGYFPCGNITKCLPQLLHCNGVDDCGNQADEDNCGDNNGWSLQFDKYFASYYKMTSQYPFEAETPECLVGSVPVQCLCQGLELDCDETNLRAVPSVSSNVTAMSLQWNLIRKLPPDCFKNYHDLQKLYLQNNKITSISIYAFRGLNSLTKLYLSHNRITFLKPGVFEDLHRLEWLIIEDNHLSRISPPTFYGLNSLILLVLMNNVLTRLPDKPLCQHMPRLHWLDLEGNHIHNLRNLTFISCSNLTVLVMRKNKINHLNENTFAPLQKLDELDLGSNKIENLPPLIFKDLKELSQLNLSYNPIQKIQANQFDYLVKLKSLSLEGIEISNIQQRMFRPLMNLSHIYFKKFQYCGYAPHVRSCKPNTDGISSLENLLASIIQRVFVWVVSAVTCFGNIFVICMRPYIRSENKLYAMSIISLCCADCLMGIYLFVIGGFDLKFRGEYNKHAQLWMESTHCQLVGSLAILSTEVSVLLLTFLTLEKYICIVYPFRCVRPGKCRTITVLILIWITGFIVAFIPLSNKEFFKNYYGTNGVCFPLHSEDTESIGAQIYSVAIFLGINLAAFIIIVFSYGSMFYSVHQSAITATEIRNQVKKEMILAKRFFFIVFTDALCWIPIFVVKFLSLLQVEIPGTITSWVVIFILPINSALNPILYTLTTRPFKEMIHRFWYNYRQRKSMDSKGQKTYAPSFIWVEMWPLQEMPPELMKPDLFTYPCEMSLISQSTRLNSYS
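HEK293 cells stably expressing RXFP1, treated 30 min at 37C with compounds plus PDE4 inhibitor Ro 20174; cAMP measured by HTRF TR-FRET. Normalized to buffer and 29 nM porcine relaxin; EC50 by Hill fit.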
TRHR PAM: TRH receptor (human) allosteric enhancement; TRHR cells, fluo-8 calcium fluorescence, EC20 TRH enhancement; enhancement, % at 2 µM; 360,000 tested, 0.66% active; in the data active = enhancement above about 30%; also: 0% is about no effect
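Enhancer read-out: after compound pinning and an initial kinetic agonist-mode read, an EC20 of TRH (10 nM final) was injected and fluo-8 calcium signal (Ex 480/Em 530) followed at 1 s/cycle for 100 cycles in TRHR-expressing cells.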
Anesthetic bind: binds horse apoferritin like a general anesthetic; P02791; apoferritin/1-aminoanthracene competitive binding, fluorescence; Potency, µM (series often up to 77.5 µM), without a hit: top-dose activity change, negative = displacement, usual class: inhibitors; 350,000 tested, 0.074% active; AID 485281; also: potency is read from the fitted curve at half-maximal effect; % is scaled to controls: 0 for no effect and ±100 for the full control effect; nearly all actives have a fitted effect of over 20% in size
Target sequence (P02791 2-175 limits assumed): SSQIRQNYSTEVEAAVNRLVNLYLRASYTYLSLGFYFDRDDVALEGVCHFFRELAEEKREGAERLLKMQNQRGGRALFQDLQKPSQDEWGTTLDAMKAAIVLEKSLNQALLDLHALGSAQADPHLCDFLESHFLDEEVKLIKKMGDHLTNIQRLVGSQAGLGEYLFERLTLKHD
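Read-out: endpoint 1-AMA fluorescence, excitation 380 nm and emission 535 nm, after compounds sit 10 min at room temperature with 10 uM horse-spleen apoferritin in 50% saturated 1-AMA/PBS. Values come from four-parameter Hill fits.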
D1 agonist: activates the human D1 dopamine receptor; HEK293 T-REx D1 cells, calcium flux, agonist mode; activation, % at 2 µM; 360,000 tested, 1% active; in the data active = activation above about 30%; also: 0% is about no effect
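Agonism was scored from calcium flux recorded over 180 s (1 read/s) after pintool compound addition, following a 10-cycle baseline. Cells were inducible force-coupled HEK293 TREx D1, plated overnight at 30 C and loaded with no-wash calcium dye.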
RXFP1 antag: blocks the human relaxin receptor RXFP1; Q9HBX9; HEK293-RXFP1, relaxin-stimulated cAMP HTRF, 30 min; hits give low values; activity change, negative = inhibition, % at 57.5 µM; 350,000 tested, 0.59% active; AID 1259400;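 active = activity change of -60% or lower, but not beyond a set lower limit; inconclusive = change between -60% and -40%, or beyond the set limit; inactive = change above -40%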; also: % is scaled to controls: 0 for no effect and ±100 for the full control effect
D1 antagonist: human D1 dopamine receptor antagonism; HEK293 TREx D1 cells, calcium flux, dopamine EC80; hits give low values; P21728; activity change, negative = inhibition, % at 10 µM; AID 504652; 360,000 tested, 3.2% active; in the data active = activity change below about -30%; also: % is scaled to controls: 0 for no effect and ±100 for the full control effect
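Allosteric or orthosteric antagonism assessed as attenuation of the calcium response to EC80 dopamine, added 180 s after compound, in induced HEK293 Trex D1 cells loaded with no-wash calcium dye.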
TRHR agonist: TRH receptor (human) agonism; TRHR cells, calcium flux fluo-8, FDSS agonist mode; 360,000 tested, 0.18% active; activation, % at 2 µM; in the data active = activation above about 30%; also: 0% is about no effect
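Steps: seed TRHR cells overnight; add fluo-8 no-wash Ca dye, RT 30 min–1.5 h; record 10 s baseline; pin-transfer compounds; monitor fluorescence 1 cycle/s for the agonist window. Calcium increases flag candidate agonists.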
D1 PAM: potentiators of human D1 dopamine receptor; potentiation, % at 10 µM; 360,000 tested, 0.036% active; AID 504651; HEK293 TREx D1 cells, calcium flux, dopamine EC20 potentiation; in the data active = potentiation above about 30%; also: 0% is about no effect
Active calls of the source: *; [ ] = remark or other dose. Unless noted, calls follow the shape of the dose curve; as a rule, active = well fitted curve in the direction sought with a large enough effect; inconclusive = small, poorly fitted or top-dose-only effect, or another doubt; inactive = no such curve, though single readings can be large; an effect the other way counts as inactive or inconclusive. A portion of the library (hit frequency here may not be typical).

A first look (two entries):
For COc1ccc(-c2cc(C(F)(F)F)n3nc(C(=O)O)c(Cl)c3n2)cc1OC the results were D2 PAM -3, RXFP1 ag 0.1%, TRHR PAM -1, Anesthetic bind -1%, D1 agonist -2, RXFP1 antag 3, D1 antagonist -4, TRHR agonist -1.3 and D1 PAM 0.
CC(NC(=O)c1ccccc1Cl)c1nnc(SCC(=O)Nc2ccc(C(=O)O)cc2)n1C (stereo not given) was read as D2 PAM -2, RXFP1 ag -0.1%, TRHR PAM 6, Anesthetic bind -7%, D1 agonist 0, RXFP1 antag 1, D1 antagonist 8, TRHR agonist 0.1 and D1 PAM -8.

The whole of this part, from the start:
For COc1ccc(-c2cc(C(F)(F)F)n3nc(C(=O)O)c(Cl)c3n2)cc1OC the results were D2 PAM -3, RXFP1 ag 0.1%, TRHR PAM -1, Anesthetic bind -1%, D1 agonist -2, RXFP1 antag 3, D1 antagonist -4, TRHR agonist -1.3 and D1 PAM 0.
CC(NC(=O)c1ccccc1Cl)c1nnc(SCC(=O)Nc2ccc(C(=O)O)cc2)n1C (stereo not given) was read as D2 PAM -2, RXFP1 ag -0.1%, TRHR PAM 6, Anesthetic bind -7%, D1 agonist 0, RXFP1 antag 1, D1 antagonist 8, TRHR agonist 0.1 and D1 PAM -8.
For CCOc1cccc2sc(NC(=O)c3ccc(Br)s3)nc12 the results were D2 PAM 4, RXFP1 ag -1.2%, TRHR PAM -6, Anesthetic bind -3%, D1 agonist 0, D1 antagonist -11 and TRHR agonist -0.1.
Cc1ccc(C(=O)COC(=O)CCC(=O)NC2CCCCC2)cc1C was read as D2 PAM -8, RXFP1 ag 0.1%, TRHR PAM -8, Anesthetic bind inconclusive, D1 agonist -1, RXFP1 antag 3, D1 antagonist -14, TRHR agonist -0.5 and D1 PAM -2.
CSC(=NS(=O)(=O)c1ccccc1)SC was read as D2 PAM 0, RXFP1 ag -0.5%, TRHR PAM -1, Anesthetic bind -13%, D1 agonist 0, RXFP1 antag 7, D1 antagonist 2, TRHR agonist -0.6 and D1 PAM -1.
Screening CCC(=O)NC1(Cc2ccc(O)cc2)CCCCC1 returned D2 PAM 3, RXFP1 ag -1.7%, TRHR PAM 3, Anesthetic bind -9%, D1 agonist 1, RXFP1 antag -2, TRHR agonist 0.3 and D1 PAM -7.
Cc1cc2c(cc1S(=O)(=O)CCC(=O)N1CCCCC1C)OCC(=O)N2 (stereo not given) was read as D2 PAM 1, RXFP1 ag 1.7%, TRHR PAM -6, Anesthetic bind 2%, D1 agonist 0, D1 antagonist 2, TRHR agonist -0.1 and D1 PAM 1.
Screening Cc1cc(F)ccc1S(=O)(=O)Nc1ccccc1C(=O)NCc1ccccn1 returned D2 PAM 2, RXFP1 ag -1.9%, TRHR PAM 0, Anesthetic bind -10%, D1 agonist 3, RXFP1 antag -5, D1 antagonist -6, TRHR agonist -0.3 and D1 PAM -2.
For CC(=O)Nc1nc(Cn2nnc(-c3ccc4c(c3)OCO4)n2)nc(N(C)C)n1 the results were RXFP1 ag 2.5%, TRHR PAM -11, Anesthetic bind -4%, D1 agonist 4, RXFP1 antag 2, D1 antagonist 9, TRHR agonist -0.7 and D1 PAM -3.
Screening CCOC(=O)C1CCCN(C(=O)Cn2nc(Cc3cccnc3)c3ccccc3c2=O)C1 (stereo not given) returned D2 PAM 0, RXFP1 ag 1.1%, TRHR PAM -4, Anesthetic bind -12%, D1 agonist 0, RXFP1 antag -4, D1 antagonist -2, TRHR agonist 0.4 and D1 PAM -1.
For CCOC(=O)c1ccc(NC(=O)C2CCN(S(=O)(=O)CC)CC2)cc1 the results were RXFP1 ag 0.7%, TRHR PAM -8, Anesthetic bind -6%, D1 agonist 0, RXFP1 antag 2, D1 antagonist -21, TRHR agonist 0.1 and D1 PAM -6.
CCOC(=O)c1ccccc1NC(=O)c1cnc(N2CCOCC2)c2ccccc12 was read as D2 PAM 6, RXFP1 ag 3.4%, TRHR PAM 2, Anesthetic bind 60%[activator], D1 agonist 5, RXFP1 antag -16, D1 antagonist 17, TRHR agonist 0.1 and D1 PAM 6.
Screening O=C(N1CCCCCC1)N1CCN(S(=O)(=O)c2ccccc2)CC1 returned D2 PAM 3, RXFP1 ag 1.5%, TRHR PAM -9, Anesthetic bind -5%, D1 agonist 4, RXFP1 antag 17, D1 antagonist -19, TRHR agonist -0.8 and D1 PAM -10.
For O=C(O)CN1CCN(Cc2ccccc2F)C1=O the results were D2 PAM 2, RXFP1 ag 3.1%, TRHR PAM 2, Anesthetic bind -5%, D1 agonist 0, RXFP1 antag 14, D1 antagonist 7, TRHR agonist 0.5 and D1 PAM -1.
Screening COc1ccc(CNC(=O)Cn2ccc3cc(S(=O)(=O)N4CCCCCC4)ccc32)c(OC)c1 returned D2 PAM 6, RXFP1 ag 0.2%, TRHR PAM -2, Anesthetic bind -5%, D1 agonist -2, RXFP1 antag -4, D1 antagonist 1, TRHR agonist -1.1 and D1 PAM -1.
`CCOc1ccc(C(=O)Nc2cc3c(cc2N2CCCC2)n(CC)c(=O)n3CC)cc1OCC` gave D2 PAM 5, RXFP1 ag 4.8%, TRHR PAM -5, Anesthetic bind 5%, D1 agonist -1, RXFP1 antag 5, D1 antagonist 24, TRHR agonist 0.3 and D1 PAM -3.
For CCCC[C@]12Cc3cc(C#N)ccc3C(O1)c1c(cc(C)n(Cc3ccccc3)c1=O)O2 the results were RXFP1 ag 3.2µM*, TRHR PAM 22, Anesthetic bind inconclusive, D1 agonist 0, D1 antagonist 8, TRHR agonist 0.3 and D1 PAM 0.
`COC(=O)c1ccc(NC(=O)c2cc(-c3ccccn3)nc3ccccc23)cc1` gave D2 PAM -5, RXFP1 ag 19%, TRHR PAM 3, Anesthetic bind -3%, D1 agonist -1, RXFP1 antag 7, D1 antagonist 8, TRHR agonist -0.2 and D1 PAM -2.
`CCn1ccnc1CN(C)C(=O)c1ccc(OC2CCN(CCc3ccccc3)CC2)cc1` gave RXFP1 ag 1.8%, TRHR PAM -6, Anesthetic bind -7%, D1 agonist 3, RXFP1 antag 18, D1 antagonist -22, TRHR agonist 0.3 and D1 PAM 0.
`O=C(O)c1nccnc1C(=O)Nc1ccc(Cl)cn1` gave D2 PAM 3, RXFP1 ag 5.8%, TRHR PAM 1, Anesthetic bind -5%, D1 agonist 4, RXFP1 antag -6, D1 antagonist 2, TRHR agonist 0.8 and D1 PAM -8.
For CCOC(=O)c1c(NC(=O)c2ccc(S(=O)(=O)N3CCCC(C)C3)cc2)sc2c1CCN(C(C)C)C2 (stereo not given) the results were D2 PAM 13, RXFP1 ag 1.9%, TRHR PAM -1, Anesthetic bind 132%[activator], D1 agonist 1, D1 antagonist 28, TRHR agonist 11 and D1 PAM 0.
Screening COc1ccc(S(=O)(=O)N2CCC(C(=O)Nc3nnc(C)s3)CC2)cc1OC returned D2 PAM 3, RXFP1 ag 0.2%, TRHR PAM 2, D1 agonist 1, RXFP1 antag -11, D1 antagonist 5, TRHR agonist 0.2 and D1 PAM 3.
`CCOC(=O)C1CCCN(C(=O)COc2ccccc2O)C1` (stereo not given) gave D2 PAM -11, RXFP1 ag 0.6%, TRHR PAM -4, Anesthetic bind -8%, D1 agonist 3, RXFP1 antag -12, D1 antagonist 7, TRHR agonist 0.4 and D1 PAM 2.
`O=C(O)CCC(=O)CCC(=O)c1ccc(Cl)cc1` gave D2 PAM -2, RXFP1 ag 2.3%, TRHR PAM -4, Anesthetic bind -3%, D1 agonist 2, RXFP1 antag 3, D1 antagonist -6, TRHR agonist 0.3 and D1 PAM 8.
For Cc1ccc(N2C(=O)NC(NC(=O)C(C)(C)C)(C(F)(F)F)C2=O)cc1C (stereo not given) the results were D2 PAM 4, RXFP1 ag 0.9%, TRHR PAM 3, Anesthetic bind 0%, D1 agonist -1, RXFP1 antag -3, D1 antagonist -3, TRHR agonist -1.0 and D1 PAM 4.
Screening Cc1ccc(NC(=O)c2cccnc2C(=O)O)nc1 returned D2 PAM -4, RXFP1 ag 0.8%, TRHR PAM -8, Anesthetic bind -3%, D1 agonist 2, RXFP1 antag -2, D1 antagonist -8, TRHR agonist 0.4 and D1 PAM -7.
Screening O=c1c2cn[nH]c2nc(SCc2cc(=O)n3cc(Br)ccc3n2)n1-c1ccc(Br)cc1 returned D2 PAM 20, RXFP1 ag inconclusive, TRHR PAM -2, Anesthetic bind -12%, D1 agonist 4, RXFP1 antag 2, D1 antagonist -8, TRHR agonist -0.1 and D1 PAM -3.
For CC1(C)CC(=O)C(N=Nc2cccc(F)c2C#N)=C(O)C1 the results were D2 PAM 3, RXFP1 ag -0.2%, TRHR PAM 8, Anesthetic bind 4%, D1 agonist 2, RXFP1 antag -4, D1 antagonist 3, TRHR agonist 0.1 and D1 PAM -4.
Screening CC(NC(=O)CCNC(=O)N1CCn2c1nc1ccccc12)c1ccccc1 (stereo not given) returned D2 PAM -9, RXFP1 ag -3.5%, TRHR PAM 3, Anesthetic bind -5%, D1 agonist 0, RXFP1 antag -25, D1 antagonist 12, TRHR agonist -0.2 and D1 PAM -3.
For CC12CCC(C[N+](C)(C)C1)C2(C)C (stereo not given) the results were RXFP1 ag 0.0%, TRHR PAM -6, Anesthetic bind 5%, D1 agonist 0, RXFP1 antag -2, D1 antagonist -2, TRHR agonist 0.4 and D1 PAM 8.
`S=C(Nc1ccc2c(c1)OCO2)N1CCN(Cc2ccco2)CC1` gave D2 PAM -4, RXFP1 ag 0.2%, TRHR PAM 5, Anesthetic bind 4%, D1 agonist 0, RXFP1 antag 4, D1 antagonist -6, TRHR agonist 0.8 and D1 PAM -2.
O=C(Nc1ccccc1N1CCCC1)C1CCN(S(=O)(=O)c2ccccc2C(F)(F)F)CC1 was read as D2 PAM -17, RXFP1 ag 0.4%, TRHR PAM 6, D1 agonist 0, RXFP1 antag -15, D1 antagonist -1, TRHR agonist -0.6 and D1 PAM 5.
`Cc1c(CN2CCCC(C(=O)Nc3cccc(-n4cccn4)c3)C2)cnn1C` (stereo not given) gave D2 PAM -17, RXFP1 ag 1.6%, TRHR PAM -1, Anesthetic bind -7%, D1 agonist 0, RXFP1 antag -3, D1 antagonist -16, TRHR agonist 0.3 and D1 PAM -6.
CNC(=S)N(Cc1ccc2c(c1)OCO2)C1CC(=O)N(c2ccccc2)C1=O (stereo not given) was read as RXFP1 ag 4.8%, TRHR PAM 1, Anesthetic bind -12%, D1 agonist 2, RXFP1 antag -7, D1 antagonist 12, TRHR agonist 0.7 and D1 PAM -1.
`CCOc1ccccc1C(=S)NC1CCCCC1` gave D2 PAM 4, RXFP1 ag -1.2%, TRHR PAM -3, Anesthetic bind -14%, D1 agonist 2, RXFP1 antag -9, D1 antagonist -11, TRHR agonist -1.0 and D1 PAM -6.
